# CHRM4 agonist – CHRM4 agonism in calcium assay | activation, % at 3 µM | 360,000 tested, 0.14% active | CHO-K1 hM4/Gqi5, Fluo-8 calcium fluorescence; vehicle 0%, full acetylcholine response 100% | AID 624127 | P08173;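 active means activation above the run mean over all test wells plus 3 SD, cut at about 32% in these data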;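 further: peak over basal fluorescence ratio per well then scaled between controls; 0% = DMSO wells and 100% = acetylcholine at EC100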
# CHRM5 agonist – CHRM5 agonism in calcium assay; P08912; CHO-K1 hM5 cells, Fluo-8 calcium fluorescence; 0% DMSO wells, 100% maximal acetylcholine response; activation, % at 3 µM; 360,000 tested, 0.19% active; AID 624037;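 active means activation above the run's mean over test compounds plus 3 SD, cut at about 23% in these data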;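 further: signal is peak over basal fluorescence ratio across the kinetic read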
# Target sequence (P08912 whole entry, looked up): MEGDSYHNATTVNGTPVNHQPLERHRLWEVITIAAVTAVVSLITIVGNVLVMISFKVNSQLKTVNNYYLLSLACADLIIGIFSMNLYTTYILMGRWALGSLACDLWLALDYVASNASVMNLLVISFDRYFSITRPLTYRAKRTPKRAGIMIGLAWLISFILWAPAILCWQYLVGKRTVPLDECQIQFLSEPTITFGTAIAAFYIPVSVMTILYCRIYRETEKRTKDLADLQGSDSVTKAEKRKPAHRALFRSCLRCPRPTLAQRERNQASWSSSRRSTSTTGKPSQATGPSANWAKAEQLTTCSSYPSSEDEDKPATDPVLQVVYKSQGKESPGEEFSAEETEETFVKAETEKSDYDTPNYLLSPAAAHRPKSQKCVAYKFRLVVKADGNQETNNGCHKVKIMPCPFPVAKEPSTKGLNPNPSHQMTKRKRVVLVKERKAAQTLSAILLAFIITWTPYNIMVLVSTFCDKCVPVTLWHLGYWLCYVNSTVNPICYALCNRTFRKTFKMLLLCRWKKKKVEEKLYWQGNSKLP
# CHRM1 antagonist – antagonists of human M1 muscarinic receptor; P11229; CHO-K1 hM1, Fluo-8 calcium fluorescence, ACh EC80 antagonist; inhibition, % at 3 µM; 360,000 tested, 1.3% active;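 active means percent inhibition above its own plate's cutoff, namely the mean of that plate's compound wells plus 3 SD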;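 further: peak over basal fluorescence ratio during 140 s after agonist addition; 0% = ACh EC80 plus DMSO and 100% = DMSO alone without agonist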
# M5 PAM – positive allosteric modulators of human muscarinic M5 receptor; 360,000 tested, 0.3% active; CHO-K1 hM5, Fluo-8 calcium, ACh EC20 PAM; 0% = ACh EC20, 100% = ACh EC100; activation, % at 3 µM; AID 624038; P08912;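 active means activation above the run cutoff, the mean activation of all test compounds plus 3 SD, cut at about 18% in these data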
#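 system = human M5 receptor in CHO-K1 cells | compound = one concentration, 3 µM final (nominal) | schedule = Post-acetylcholine fluorescence recording 140 s | signal = Fluo-8 calcium dye fluorescence, kinetic read | benchmarks = low control EC20 acetylcholine (0%), high control EC100 acetylcholine (100%) | repeats = singlicate, one well per test compound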
# CHRM4 antagonist – blocks acetylcholine activation of human M4 receptor | CHO-hM4 cells, ACh EC80, Fluo-8 calcium fluorescence | inhibition, % at 3 µM | 360,000 tested, 0.73% active | AID 624125;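 active means inhibition above its plate's cutoff, the mean inhibition of sample wells plus 3 SD, cut at about 27% in these data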;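 further: 0% = acetylcholine EC80 with DMSO and 100% = DMSO without agonist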
# CHRM1 PAM – human CHRM1 positive allosteric modulation. P11229. CHO-K1 hM1, Fluo-8 calcium fluorescence, ACh EC20; 0% = ACh EC20, 100% = maximal ACh. activation, % at 3 µM. 360,000 tested, 0.088% active; in the data active means activation above about 19%, passing the limit was not always enough
# M4 PAM – potentiates acetylcholine response at human M4 receptor; P08173; CHO-K1 hM4/Gqi5, Fluo-8 calcium fluorescence, ACh EC20; 0% = ACh EC20, 100% = maximal ACh; activation, % at 3 µM; 360,000 tested, 0.4% active;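 active means activation above its plate's cutoff, the mean activation of sample wells plus 3 SD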; further: some results filed as inactive read as strong as hits
# CHRM5 antagonist – blocks acetylcholine activation of human M5 receptor. P08912. CHO-hM5 cells, Fluo-8 calcium fluorescence, ACh EC80. inhibition, % at 3 µM. 360,000 tested, 0.59% active. AID 624040;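 active means inhibition above a per-plate cutoff, the mean of that plate's test compounds plus 3 SD, cut at about 27% in these data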;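 further: 0% = acetylcholine EC80 with DMSO and 100% = DMSO without agonist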
# CRFR2-BP ag – agonists of human CRF-binding protein/CRF-R2 receptor complex | HEK293 CRF-R2/CRF-BP, calcium dye fluorescence (FLIPR); percent of saturating CRF peptide response | activation, % at 13.2 µM | 350,000 tested, 0.46% active;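 active means activation of at least 50%, plus an integration ratio under a set limit after plate pattern correction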;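 further: plate controls were neutral control wells without compound for no effect and CRF at EC100 for full effect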
# Starred values were filed as active, the others as inactive; / = no result given. Random draw from the library; any-hit rate near 2.8%.
SMILES,CHRM4 agonist,CHRM5 agonist,CHRM1 antagonist,M5 PAM,CHRM4 antagonist,CHRM1 PAM,M4 PAM,CHRM5 antagonist,CRFR2-BP ag
Cn1nc(C(=O)NCc2ccccc2)c2ccccc2c1=O,2,-10,-3,-4,9,5,5,2,0.3
CC1CCCCN1C(=O)c1cc2ccccc2cc1O (centres undefined),2,0,-2,5,-3,13,4,3,0.4
COc1ccc(OC(C)C(=O)N2CCN(c3ccccn3)CC2)cc1 (centres undefined),2,1,-27,2,-13,6,0,-14,0.1
O=C(NCC1CCCO1)C(=O)NCC(c1ccco1)N1CCN(c2ccccc2)CC1 (centres undefined),1,1,1,0,8,2,-9,0,1.0
COc1ccccc1CNC(=O)C1CC(=O)N(C2CCCC2)C1 (centres undefined),0,1,13,-2,6,-4,-1,5,1.5
COc1ccc(CN(C)C(c2ccccc2)c2nnnn2-c2ccccc2C)c(OC)c1C (centres undefined),-1,-10,3,-7,3,-6,3,-6,1.4
Cn1cccc1CC(=O)N/N=C/c1ccc(Cl)cc1,1,4,-9,0,-1,3,8,2,-1.2
CCC(C)NS(=O)(=O)c1ccc(NC(=O)CCC2CCCCC2)cc1 (centres undefined),-1,1,-2,-1,12,6,-1,1,4.7
CCS(=O)(=O)c1ccc(O)c(NC(=O)/C=C/c2ccc(Cl)cc2)c1,3,1,0,-6,-5,-1,-2,19,-0.2
Cc1ccc(C(C(=O)NCc2ccc(F)cc2)N(C(=O)c2csnn2)C2CC2)cc1 (centres undefined),0,-1,-11,-6,-3,9,-1,15,-2.1
Cc1cccc(C)c1NC(=O)CN(C)C(=O)c1cc(S(=O)(=O)N(C)C)ccc1N1CCCC1,2,-1,4,-2,-3,10,2,7,2.8
Cc1cc(C)n2nc(C(=O)OCC(=O)N(C)CC(=O)Nc3ccc(F)cc3)nc2n1,1,1,-6,3,5,8,-1,7,1.9
CN(C)S(=O)(=O)c1ccc(C(=O)Nc2ccc(Cl)cc2)cc1,7,1,-10,-7,-22,0,-1,2,5.0
CCCCCCC1CC(=O)NC(=O)N1 (centres undefined),6,-1,0,-6,-6,-1,-11,7,-1.8
CCOc1ccc(/C(CCC(=O)O)=N/NC(=O)c2cccc(S(=O)(=O)Nc3ccccc3OC)c2)cc1,2,-1,-15,0,-6,7,5,6,-0.6
CC(C)c1[nH]c(=O)c(C#N)c2c1CSC(C)(C)C2,0,-6,4,-13,6,-3,-1,0,-1.5
S=c1[nH]nc(-c2ccc3ccccc3n2)n1-c1ccc(Cl)cc1,0,-4,3,-2,-1,3,10,-1,-2.5
CCN(CC)S(=O)(=O)c1ccc2[nH]c(=O)cc(C(=O)Nc3ccccc3N3CCOCC3)c2c1,2,-1,-6,-6,5,6,0,8,0.8
COc1ccccc1C1SCCN1S(=O)(=O)c1cccc(C(F)(F)F)c1 (centres undefined),3,-1,11,-8,1,8,-8,-2,1.8
Cc1cccc(CN2CCN(c3ncccn3)CC2)c1,0,0,-4,0,-10,1,-7,-1,2.6
COC(C(=O)N1CCC(n2nccc2NC(=O)C2CC2)CC1)c1ccccc1 (centres undefined),1,-1,-8,-1,-15,7,9,3,1.1
O=C(CCS(=O)(=O)c1ccccc1)Nc1ccccc1-c1nc2ccccc2s1,0,-1,-3,-7,-2,-8,-1,9,1.8
CCOc1ccc(CN(C(=O)c2cccs2)C2CCS(=O)(=O)C2)cc1 (centres undefined),1,-3,-7,2,4,5,0,2,-0.2
CCN(C(=O)Cc1cccs1)c1nnc(-c2cccnc2)s1,3,-3,3,-6,2,0,-5,1,-0.7
O=C(NC(Cc1ccccc1)C(=O)O)c1ccccc1 (centres undefined),0,-1,-25,8,-8,-1,0,-6,0.4
O=C(CN1CCc2[nH]c3ccccc3c2C1)N1CCCCC1,0,-5,3,-4,0,-6,-8,10,-2.1
O=c1cc(-c2ccccc2)oc2ccc(Br)cc12,0,3,-6,-1,-9,1,17,1,-3.1
OC(c1ccc(Cl)cc1Cl)C(Cc1cccnc1)n1cncn1 (centres undefined),2,0,-4,-2,4,5,2,1,-0.6
O=C(CSc1nc(C(F)(F)F)cc(=O)[nH]1)N1CCCC1,3,3,-3,0,-8,6,10,7,-0.1
O=c1cc(-c2ccco2)oc2ccc(Cl)cc12,0,1,-12,-2,6,9,7,0,-0.3
COc1ccc(CCN2CC(C(=O)OC(C)C(=O)Nc3cccc(Cl)c3)CC2=O)cc1OC (centres undefined),1,0,6,8,1,-4,5,6,-0.1
Cc1cccc(C(=O)NC(NC(=S)Nc2ccc(S(N)(=O)=O)cc2)C(Cl)(Cl)Cl)c1 (centres undefined),1,0,1,-1,-3,0,4,0,0.0
O=C(c1cnccn1)N1CCN(S(=O)(=O)c2ccc3ccccc3c2)CC1,5,-3,0,-8,-18,3,-1,-5,-1.8
COc1ccc(CCC(C)Nc2cccc(C)c2)cc1 (centres undefined),-2,-2,4,-1,-12,-4,10,-1,1.7
Brc1ccc(-c2nnc(-c3ccccc3)o2)o1,-1,-2,15,-2,5,-5,-8,3,-1.9
CCn1cc(C2CC(=O)NC2=O)c2ccccc21 (centres undefined),1,0,-8,8,2,8,-1,-7,0.6
Cc1cc(C(=O)OCC(=O)NC2CC2)ccc1[N+](=O)[O-],1,0,-9,1,8,11,1,3,-0.5
C(=N\N(c1ccccc1)c1ccccc1)/c1ccc2c(c1)OCO2,1,2,-4,-4,1,2,-1,2,6.8
O=S(=O)(NCc1ccccc1)c1ccc(S(=O)(=O)N(Cc2cccs2)CC2CCCO2)cc1 (centres undefined),1,0,-3,-4,1,-1,0,-1,-0.9
Cc1cc(N)nc(C)c1C#N,1,-3,2,-3,-6,1,5,2,-1.5
Cc1cccc(C)c1-n1nnnc1C(c1cc2ccccc2o1)N1CCN(C/C=C/c2ccccc2)CC1 (centres undefined),0,0,56*,-19,17,-25,-12,5,/
COc1ccc(OC)c2sc(N(CCN(C)C)C(=O)/C=C/c3cccs3)nc12,5,-1,5,-2,-4,1,-2,1,-0.9
CCn1c(SCC(=O)Nc2ccccc2)nnc1C1CCCCC1,1,0,-16,-7,9,10,-3,4,0.3
O=C(O)COCC(=O)NCc1csc2ccccc12,0,-1,-10,-1,-2,14,7,14,-1.8
Clc1cccc(CN2CCc3c([nH]c4ccccc34)C2)c1,-1,2,-9,0,12,0,-6,-5,-0.5
CCOc1ccccc1NC(=O)C(=O)/C=C(\O)c1cc(OC)ccc1OC,0,0,-5,1,-2,7,-4,-1,-1.7
COc1ccc(OC)c(S(=O)(=O)N2CCC(C(=O)Nc3cccc(C)c3)CC2)c1,17,3,5,-19,2,-10,-10,9,-0.7
COc1cc(-c2cc(NC=O)c3ncc(-c4cccc(C(=O)N(C)C)c4)n3c2)cc(OC)c1OC,8,1,-3,-5,1,-4,-6,1,/
CCNC(=O)C(=O)N1CCC2(CC1)OCCN2S(=O)(=O)c1ccc(C)cc1,1,-3,-9,7,-3,15,6,-6,-0.3
CC1=CC(=O)N(c2ccc(C)cc2)C1c1ccc(Cl)cc1 (centres undefined),2,-4,-4,-10,-3,5,0,15,0.2
O=C(Cc1ccc([N+](=O)[O-])cc1)N1CCCCCC1,1,-3,-9,-11,-1,7,-2,17,10
O=C(Nc1ccc2c(c1)S(=O)(=O)N=C1CCCCCN12)c1ccccc1Cl,2,-5,-5,-6,-8,5,-7,2,-1.4
Cc1cc(=O)oc2c(CN3CCC(C)CC3)c(O)c(Cl)cc12,1,-1,-1,4,7,9,6,-6,1.5
COc1ccc2c(c1)C(C)=CC(C)(C)N2C(=O)C(C)N1C(=O)c2ccccc2C1=O (centres undefined),0,-2,-3,-1,-17,3,4,-2,1.1
CC(Sc1nnc(-c2cccs2)n1N)C(=O)NCC1CCCO1 (centres undefined),10,-1,-8,-7,-12,9,6,9,1.9
COCCNC(=S)NNC(=O)c1ccco1,0,-1,9,1,5,-8,-1,3,-1.1
Nc1cc(N)nc(SCC(=O)Nc2cc(S(=O)(=O)N3CCOCC3)ccc2Cl)n1,7,2,9,-3,4,4,-11,13,-1.9

# Entries shown so far that have two or more sulfur atoms (9):
SMILES,CHRM4 agonist,CHRM5 agonist,CHRM1 antagonist,M5 PAM,CHRM4 antagonist,CHRM1 PAM,M4 PAM,CHRM5 antagonist,CRFR2-BP ag
COc1ccccc1C1SCCN1S(=O)(=O)c1cccc(C(F)(F)F)c1 (centres undefined),3,-1,11,-8,1,8,-8,-2,1.8
O=C(CCS(=O)(=O)c1ccccc1)Nc1ccccc1-c1nc2ccccc2s1,0,-1,-3,-7,-2,-8,-1,9,1.8
CCOc1ccc(CN(C(=O)c2cccs2)C2CCS(=O)(=O)C2)cc1 (centres undefined),1,-3,-7,2,4,5,0,2,-0.2
CCN(C(=O)Cc1cccs1)c1nnc(-c2cccnc2)s1,3,-3,3,-6,2,0,-5,1,-0.7
Cc1cccc(C(=O)NC(NC(=S)Nc2ccc(S(N)(=O)=O)cc2)C(Cl)(Cl)Cl)c1 (centres undefined),1,0,1,-1,-3,0,4,0,0.0
O=S(=O)(NCc1ccccc1)c1ccc(S(=O)(=O)N(Cc2cccs2)CC2CCCO2)cc1 (centres undefined),1,0,-3,-4,1,-1,0,-1,-0.9
COc1ccc(OC)c2sc(N(CCN(C)C)C(=O)/C=C/c3cccs3)nc12,5,-1,5,-2,-4,1,-2,1,-0.9
CC(Sc1nnc(-c2cccs2)n1N)C(=O)NCC1CCCO1 (centres undefined),10,-1,-8,-7,-12,9,6,9,1.9
Nc1cc(N)nc(SCC(=O)Nc2cc(S(=O)(=O)N3CCOCC3)ccc2Cl)n1,7,2,9,-3,4,4,-11,13,-1.9
